Compound activity deposited in PubChem by Southern Research Specialized Biocontainment Screening Center.
PhoP GFP inhibition = Inhibition of PhoP regulon, Salmonella typhi GFP reporter cells, confirmation, 4 h (AID 1850); hit rate 0.33% among 310,000; Salmonella Typhi PhoP-promoter GFP reporter, fluorescence, 4 h; higher % means a stronger effect; inhibition, % at 50 µM; hits with a dose series show IC50 in µM; in the data active = a potency from the dose series; inconclusive = inhibition mostly from about 25% at the one dose, without a potency; inactive = the rest, 99 in 100 with inhibition below about 19%;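 note: 0% = induced wells with vehicle and 100% = uninduced wells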
influenza NS1A = NS1A inhibition, H1N1 influenza, cell based functional assay (AID 504329); NS1A functional cell-based assay, percent inhibition; higher % means a stronger effect; inhibition, % at 12.5 µM, or IC50 in µM where a hit was titrated; hit rate 0.3% among 340,000; in the data active = a potency from the dose series; inconclusive = inhibition above about 27% without an active follow-up result; note: strong numbers were not always called active
inhibitors of VEEV = inhibitors of VEEV TC-83 cytopathic effect, confirmation, Vero cells (AID 588727). Vero cells, VEEV TC-83 cytopathic effect inhibition; higher % means a stronger effect. one-dose inhibition, % at 20 µM; IC50 in µM for titrated hits. hit rate 0.13% among 350,000; in the data active = a potency from the dose series; inconclusive = inhibition mostly from about 14% at the one dose, without a potency; inactive = the rest, 99 in 100 with inhibition below about 12%; note: strong numbers were not always called active
H37Rv inhibition = M. tuberculosis growth inhibition, HTS (AID 449762); M. tuberculosis H37Rv growth inhibition, 7H9 media; higher % means a stronger effect; inhibition, % at 25 µM; hits with a dose series show IC50 in µM; hit rate 0.59% among 330,000; in the data active = a potency from the dose series; inconclusive = inhibition above about 70% without an active follow-up result;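 note: bacterial growth assessed after seven days of incubation; strong numbers were not always called active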
M. tuberculosis = growth inhibition of non-replicating M. tuberculosis (AID 488890); one-dose inhibition, % at 25 µM; IC50 in µM for titrated hits; Mycobacterium tuberculosis non-replicating, growth inhibition; higher % means a stronger effect; hit rate 0.39% among 320,000; in the data active = a potency from the dose series; inconclusive = inhibition mostly from about 82% at the one dose, without a potency; inactive = the rest, 99 in 100 with inhibition below about 76%;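 note: plate controls were DMSO cells for no effect and high antibiotic wells for full effect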
inhibitors of VEEV 10K pilot screen = second read-out of inhibitors of VEEV, no call of its own (marks repeat the call); inhibition, %; measured here: 10K pilot screen inhibition
Starred values were filed as active, the others as inactive; i = inactive; ? = inconclusive; nt = not tested or not shown.

SMILES | PhoP GFP inhibition | influenza NS1A | inhibitors of VEEV | H37Rv inhibition | M. tuberculosis | others
Cc1cc(=S)c2cccc(C)c2[nH]1 | -1% | nt | nt | 6% | 2%
Cc1ccc(/C(N)=N/OC(=O)c2cc(-c3ccccc3)nc3ccccc23)cc1 | 6% | 20% | 5.1% | -5% | 11%
CCOC(=O)c1ccc2c(c1)N(CC(=O)N1CCCC1)C(=O)C(C)(C)O2 | -7% | 0% | 2.0% | 0% | 6% | inhibitors of VEEV 10K pilot screen=0.8
COC(=O)c1cc(Cl)c(N)cc1OC | -6% | -4% | 2.5% | -3% | -2%
O=C(Nc1ccccc1Cl)c1ccccc1Cl | 13% | -6% | 0.1% | 11% | 12%
Cc1c(CCOC(=O)c2ccc(Cl)cc2Cl)sc[n+]1CC(=O)c1ccc(Br)cc1 | nt | 10% | 4.8% | 56% | 65%
COc1cccc(-n2c(SCC(=O)NCC3CCCO3)nc3c([nH]c4ccccc43)c2=O)c1 (centres undefined) | 3% | -11% | 10% | -5% | 10%
O=C(NC1CCCCC1)c1ccc(CN2CCOCC2)cc1 | -13% | -14% | 1.9% | 1% | -16%
Cc1cc(Br)ccc1SCC(=O)OC/C(O)=C(\C#N)c1nc2ccccc2[nH]1 | -2% | -9% | 3.8% | 57% | 9%
S=C(Nc1ccc(Cl)cc1)N(CCCN1CCOCC1)Cc1cccs1 | -6% | 2% | 1.1% | 30% | 8%
Cc1cccc2sc(N(CCN(C)C)C(=O)c3ccc4ccccc4c3)nc12 | 1% | 5% | 0.1% | 4% | 0%
Cc1ccc(C(=O)OCC(=O)Nc2cc(F)ccc2F)cc1NC(=O)c1ccco1 | 2% | -2% | 4.7% | 0% | -11%
CCCc1cc(=O)[nH]c(SCC(=O)Nc2ccc(S(=O)(=O)N3CCCC3)cc2)n1 | nt | 2% | 2.8% | -3% | 13%
CC(Oc1ccccc1)C(=O)Nc1ccc(NC(=O)c2ccccc2)cc1 (centres undefined) | -4% | -3% | 0.9% | 1% | -26%
CC1CCC2(CC1)NC(=O)N(Cc1cccc(C(F)(F)F)c1)C2=O (centres undefined) | 2% | 4% | 1.8% | 1% | -5%
COc1ccc(N2CCN(C(=O)c3cc4c(-c5cccc(OC)c5)nn(C)c4s3)CC2)cc1 | -5% | 24% | 0.1% | 61% | 9%
COc1ccc(CCNC(=O)CSc2nc3[nH]ncc3c(=O)[nH]2)cc1OC | -7% | 9% | i | 2% | -1%
CCc1ccccc1NC(=O)CN1CCC(NC(=O)COC)CC1 | 5% | -2% | 1.1% | -1% | 10%
CCC(C)NS(=O)(=O)c1ccc(S(=O)(=O)N2CCCC3(CCCCC3)C2)cc1 (centres undefined) | -7% | 1% | i | -5% | -1%
O=C(NCCC1CCCCN1S(=O)(=O)c1ccccc1)C(=O)Nc1ccccc1F (centres undefined) | 3% | -5% | 0.9% | -2% | -6%
CCCN(Cc1ccc(N(CC)CC)cc1)CC1CC1 | -2% | -4% | 1.7% | -3% | -3%
COc1ccc(CCNC(=O)CSc2nc3ccccc3o2)cc1OC | -2% | -1% | i | -3% | ?
CCc1ccc(Nc2nnc(SCC(=O)N(C)C3CCS(=O)(=O)C3)s2)cc1 (centres undefined) | 11% | -8% | 0.5% | 4% | 5%
CCOC(=O)Cc1csc(NC(=O)C(C)c2ccc([N+](=O)[O-])cc2)n1 (centres undefined) | -9% | 4% | i | 13% | 76%
O=C(Nc1nccs1)c1ccc(Cl)s1 | -4% | -3% | 0.5% | 64% | nt
COc1cccc(NCc2cc3c(C(C)(C)C)nn(-c4ccccc4)c3[nH]c2=O)c1 | 4% | -5% | 3.6% | 3% | 11%
Brc1cccc(Nc2nc(-c3cccnc3)cs2)c1 | -5% | 9% | 3.9% | 12% | 25%
CC(=O)Nc1ccccc1OCc1nnc(-c2ccccc2Cl)o1 | -5% | -3% | 0.8% | -2% | 23%
CCOC(=O)c1c(NC(=O)CSc2nnnn2C)sc(C)c1-c1ccc(C)cc1 | -8% | -11% | i | 4% | 20%
Cc1cccc(-c2nnc(-c3cccc4ccccc34)o2)c1 | nt | -7% | 5.7% | nt | nt
Cc1nccn1CC(=O)N/N=C/c1cc(Br)cs1 | -4% | 2% | i | 2% | 3%
Cc1ccc(SCCC(=O)OCC(=O)Nc2ccc(S(N)(=O)=O)cc2)cc1 | 15% | 11% | 1.5% | 4% | 6%
CN(CCNC(=O)CCNC(=O)Cn1ccc2ccccc2c1=O)Cc1ccccc1 | -4% | 5% | 0.3% | -8% | -2%
Cc1nn(Cc2nnc(SCC(=O)Nc3cccc(C(F)(F)F)c3)n2C)c(C)c1[N+](=O)[O-] | -2% | nt | 6.5% | -1% | 21%
NC(=O)NNC1=Nc2cccc3cccc1c23 | -5% | -3% | 0.3% | 3% | 15%
Cc1cccc(NC(=O)CC2c3ccccc3Oc3ccccc32)c1 | -7% | -12% | 0.5% | 7% | 64%
Cc1c(/C=N/O)sc2ccccc12 | -8% | 2% | 0.1% | 5% | 12%
CC1CCN(S(=O)(=O)c2cccc(C(=O)Oc3ccc([N+](=O)[O-])cc3)c2)CC1 | -5% | 3% | i | -1% | 100%
CCCCN1C(=O)NC(NS(=O)(=O)c2ccc(N)cc2)(C(F)(F)F)C1=O (centres undefined) | -2% | -10% | i | 1% | 10%
Cc1cc(N/N=C/c2ccc(O)cc2O)c2ccccc2n1 | -3% | 0% | 0.2% | -4% | 8%
CCOc1ccc(-n2c(Cc3cc(=O)[nH]c(=O)[nH]3)nnc2SCC)cc1 | -5% | -1% | i | -9% | -3%
CCCCC1(C(=O)OCC)CC(CSC(=N)N)OC1=O (centres undefined) | 13% | -3% | 0.0% | 10% | -6%
CCCCN(CCCC)S(=O)(=O)c1ccc(OC)c2ncccc12 | -5% | -2% | 7.1% | 6% | 14%
N#CC1=C(Nc2ccccc2)SC=C(c2ccc(Cl)c(Cl)c2)N=C1N1CCOCC1 | 9% | -20% | 0.8% | -5% | 11%
Cc1cc2c(n1-c1ccc(Br)cc1)CC(C)(C)CC2=O | -13% | 0% | 0.2% | 11% | 26% | inhibitors of VEEV 10K pilot screen=0.3
Cc1ccc(CN(C)CC(=O)Nc2ccc3c(c2)CCC3)cc1 | 1% | -1% | i | 57% | ?
Cc1nc(N)nc(Cl)c1Cc1ccc(Cl)cc1 | -7% | -18% | i | 1% | 2%
CCCC/C(=N/O)c1c(C)[nH]c2ccccc12 | 2% | 0% | 0.6% | 0% | 5%

Grouped by structure, those above containing a cyano group.
SMILES | PhoP GFP inhibition | influenza NS1A | inhibitors of VEEV | H37Rv inhibition | M. tuberculosis | others
Cc1cc(Br)ccc1SCC(=O)OC/C(O)=C(\C#N)c1nc2ccccc2[nH]1 | -2% | -9% | 3.8% | 57% | 9%
N#CC1=C(Nc2ccccc2)SC=C(c2ccc(Cl)c(Cl)c2)N=C1N1CCOCC1 | 9% | -20% | 0.8% | -5% | 11%

Going on with the list.
SMILES | PhoP GFP inhibition | influenza NS1A | inhibitors of VEEV | H37Rv inhibition | M. tuberculosis | others
COc1ccc(S(=O)(=O)Nc2ccccc2OC)cc1NC(=O)Cc1cccs1 | -4% | -10% | 6.5% | -29% | 1%
CC(C(=O)N1CCCC1)c1ccc([N+](=O)[O-])cc1 (centres undefined) | -6% | 2% | 0.5% | 1% | 76%
COc1cc(SC)ccc1C(=O)N1CCN(c2ccccc2)CC1 | 2% | nt | 4.1% | 25% | 26%
C#CCOc1ccccc1CNC1CCN(Cc2ccccc2)CC1 | 10% | 1% | i | -5% | 5%
COC1OC2COC(c3ccccc3)OC2C2OC12 (centres undefined) | nt | -1% | 0.5% | nt | nt
CCOC(=O)c1c(C)nc2c(c1-c1cc(OC)c(OC)c(OC)c1)C(=O)c1ccccc1-2 | 13% | -1% | 1.3% | 19% | 4%
O=C(Nc1ccccn1)NC12CC3CC(CC(C3)C1)C2 | -2% | 4% | 1.6% | 3% | 11%
CCCCCCN1C(=O)CC(NC(=O)OCC2c3ccccc3-c3ccccc32)C/C=C\C1C(C)C (centres undefined) | nt | -4% | 0.6% | nt | nt
O=C(NCc1cc(C(F)(F)F)cc(C(F)(F)F)c1)C1CC(c2c(Cl)cccc2Cl)=NO1 (centres undefined) | -4% | 6% | 0.7% | -1% | 6%
O=C(CSc1nc2ccccc2c(=O)[nH]1)Nc1ccc(Br)cc1 | 3% | 1% | 0.2% | -2% | 1%
O=C(N/N=C1\CCSc2ccc(F)cc21)c1cccnc1 | 8% | 1% | 3.3% | 2% | 61%
Cn1c(N)c(C(=O)COC(=O)CN2C(=O)c3ccccc3C2=O)c(=O)n(C)c1=O | -6% | 1% | 0.4% | -8% | -41%
CC(C)CN(C(=O)CN1CCOCC1)c1c(N)n(CC(C)C)c(=O)[nH]c1=O | -12% | -6% | 1.7% | -2% | -6%
O=C(NCC(c1cccs1)N1CCOCC1)c1ccc(Cl)cc1 (centres undefined) | 12% | -4% | 9.8% | 2% | -1%
CCN(CC)C(=O)[C@H]1CC(CC(=O)NCc2ccco2)C(=O)N2CCc3c([nH]c4ccc(OC)cc34)[C@]12C (some centres undefined) | nt | -1% | i | nt | nt
CCOc1ccc(N=C2NC(=O)S/C2=C\c2ccc(N(C)C)cc2)cc1 | 8% | -2% | i | -8% | 9%
c1ccc(-c2noc(-c3cccc4ccccc34)n2)nc1 | -11% | -2% | i | ? | 38%
C/C(=N/NC(=O)c1ccc(C(C)(C)C)cc1)c1ccccn1 | 11% | 7µM* | >25µM* | ? | ?
CCCC(C)C(=O)Nc1cc(S(=O)(=O)N2CCCCC2)ccc1N1CCOCC1 (centres undefined) | nt | -9% | 1.1% | -8% | 1%
O=C(O)CSc1nnc(CNc2cccc(C(F)(F)F)c2)n1Cc1ccco1 | 0% | -1% | 1.0% | -10% | 3%
C=CCNCCOc1ccccc1-c1ccccc1 | -6% | -5% | 0.7% | 1% | 12%
O=C(/C=C/c1ccccc1)NC(=S)Nc1ccccc1O | 1% | -19% | 1.0% | ? | ?
O=C(Nc1nccs1)c1ccc(COc2c(F)c(F)cc(F)c2F)cc1 | 0% | 12% | i | ? | 55%
COc1ccccc1/C=N/NC(=O)c1ccccc1Cl | -1% | 2% | 1.5% | -4% | 12%
Cc1ccc2nc(Nc3ccccc3O)nc(-c3ccccc3)c2c1 | 4% | 9% | 0.0% | 19% | 9%
COc1ccc(-c2cc(C)no2)cc1S(=O)(=O)N1CCN(c2ccccn2)CC1 | -1% | 1% | 5.8% | 1% | 21%
C=CCn1c(CNC(=O)c2ccccc2F)nnc1SCc1nc2ccccc2c(=O)[nH]1 | 1% | -6% | 1.1% | -2% | -6%
COc1ccc(OCC(=O)Nc2c(C(=O)N3CCC(N4CCCCC4)CC3)oc3ccccc23)cc1 | -2% | -4% | 1.8% | 11% | 12%
Cc1sc2c(c1C)c(=O)n(-c1ccc(Cl)cc1)c(=O)n2Cc1cc(=O)n2ccccc2n1 | -8% | 0% | 0.3% | 5% | -3%
O=c1cc(-c2ccccc2)c2ccc(O)cc2o1 | -3% | -1% | 7.2% | 13% | 2%
Cc1c(Nc2nc(-c3cccc([N+](=O)[O-])c3)cs2)c(=O)n(-c2ccccc2)n1C | 5% | 2% | 1.6% | -1% | -7%
CC(C)NC(=O)Nc1ccc2c(c1)C(=O)N([C@H](C)CO)C[C@H](C)[C@@H](CN(C)S(=O)(=O)c1cn(C)cn1)O2 | nt | 23% | 0.1% | 0% | -6%
COc1cccc(-c2cc(C(=O)N3CCCCC3C)no2)c1 (centres undefined) | 1% | 4% | 0.6% | 21% | 13%
Cc1[nH]c(=O)[nH]c(=O)c1S(=O)(=O)NCC12CC3CC(CC(C3)C1)C2 | -3% | -3% | 0.6% | -5% | 2%
COc1cccc(CNCc2ccc(SC)cc2)c1OC | -5% | -5% | 0.3% | -13% | 9%
NS(=O)(=O)c1ccc(NC(=S)NC(=O)c2ccc(-c3ccccc3)cc2)cc1 | -6% | -3% | 1.5% | -7% | 30%
COc1ccc(Nc2nc(C)nc3c2oc2ccccc23)cc1 | -3% | -6% | i | 3% | 31%
COc1ccc(CNC(=O)c2ccc(C(C)C)cc2)cc1 | -1% | -2% | 1.0% | 4% | 6%

Of the compounds above, these have a tert-butyl group.
SMILES | PhoP GFP inhibition | influenza NS1A | inhibitors of VEEV | H37Rv inhibition | M. tuberculosis | others
COc1cccc(NCc2cc3c(C(C)(C)C)nn(-c4ccccc4)c3[nH]c2=O)c1 | 4% | -5% | 3.6% | 3% | 11%
C/C(=N/NC(=O)c1ccc(C(C)(C)C)cc1)c1ccccn1 | 11% | 7µM* | >25µM* | ? | ?
